RXFP1 antagonist: RXFP1 (human) relaxin receptor antagonism. AID 1259400. activity change, negative = inhibition, % at 57.5 µM. Q9HBX9. HEK293-RXFP1, relaxin-stimulated cAMP HTRF, 30 min; stronger effect = lower value. 350,000 compounds, 0.59% hits;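 active = activity change of -60% or lower, but not beyond a set lower limit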; also: % is scaled to controls: 0 for no effect and ±100 for the full control effect
D2 antagonist: D2 dopamine receptor (human) antagonism. P14416. HEK293 TREx D2 cells, calcium flux, dopamine EC80. inhibition, % at 10 µM. 340,000 compounds, 2% hits. AID 485344; in the data active = inhibition above about 30%; also: 0% is about no effect
Target sequence (P14416 whole entry, looked up): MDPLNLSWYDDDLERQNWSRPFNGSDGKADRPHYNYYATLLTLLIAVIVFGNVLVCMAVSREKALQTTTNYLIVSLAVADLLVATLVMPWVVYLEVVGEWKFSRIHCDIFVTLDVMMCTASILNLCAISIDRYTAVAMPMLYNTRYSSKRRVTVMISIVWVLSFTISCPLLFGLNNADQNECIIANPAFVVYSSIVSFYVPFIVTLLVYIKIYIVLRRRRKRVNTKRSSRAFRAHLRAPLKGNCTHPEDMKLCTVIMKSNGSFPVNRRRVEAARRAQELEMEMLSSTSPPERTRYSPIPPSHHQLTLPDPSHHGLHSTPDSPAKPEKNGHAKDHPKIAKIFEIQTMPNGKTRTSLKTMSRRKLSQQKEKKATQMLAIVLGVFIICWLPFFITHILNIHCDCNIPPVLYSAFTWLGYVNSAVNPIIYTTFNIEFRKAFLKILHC
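Tetracycline-induced HEK293 T-REx cells expressing D2 force-coupled to calcium signalling were dye-loaded, exposed to compound for 180 s, then challenged with an EC80 of dopamine; calcium flux was followed kinetically for a further 180 s.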
RXFP1 agonist: activates the human relaxin receptor RXFP1. Q9HBX9. 370,000 compounds, 0.3% hits. Potency, µM (highest dose often 57.5 µM), for inactives: top-dose activation, actives largely listed as activators. AID 2676. HEK293T-RXFP1 cAMP TR-FRET, 30 min; response scale: percent of porcine relaxin response, buffer zero; active = well fitted activation curve with a large enough effect; also: potency is read from the fitted curve at half-maximal effect; % is scaled to controls: 0 for no effect and ±100 for the full control effect; nearly all actives have a fitted effect of over 60% in size; many of its hits are not listed in these tables
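Agonist response is measured as cAMP accumulation in an RXFP1-transfected HEK293T line under PDE4 inhibition. Values are scaled between buffer-only and 29 nM porcine relaxin, and EC50s come from standard Hill equation fits.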
D1 PAM: potentiators of human D1 dopamine receptor; 360,000 compounds, 0.036% hits; HEK293 TREx D1 cells, calcium flux, dopamine EC20 potentiation; potentiation, % at 10 µM; P21728; in the data active = potentiation above about 30%; also: 0% is about no effect
D1 antagonist: blocks dopamine activation of the human D1 receptor. 360,000 compounds, 3.2% hits. AID 504652. HEK293 TREx D1 cells, calcium flux, dopamine EC80; stronger effect = lower value. activity change, negative = inhibition, % at 10 µM. P21728; in the data active = activity change below about -30%; also: % is scaled to controls: 0 for no effect and ±100 for the full control effect
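Tetracycline-induced HEK293 Trex D1 cells, force-coupled to calcium, dye-loaded; compounds added and read 180 s, then EC80 dopamine added and calcium flux tracked kinetically another 180 s.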
TRHR enhancer: allosterically enhances the human TRH receptor. P34981. TRHR cells, fluo-8 calcium fluorescence, EC20 TRH enhancement. enhancement, % at 2 µM. 360,000 compounds, 0.66% hits. AID 493056; in the data active = enhancement above about 30%; also: 0% is about no effect
Target sequence (P34981 whole entry, looked up): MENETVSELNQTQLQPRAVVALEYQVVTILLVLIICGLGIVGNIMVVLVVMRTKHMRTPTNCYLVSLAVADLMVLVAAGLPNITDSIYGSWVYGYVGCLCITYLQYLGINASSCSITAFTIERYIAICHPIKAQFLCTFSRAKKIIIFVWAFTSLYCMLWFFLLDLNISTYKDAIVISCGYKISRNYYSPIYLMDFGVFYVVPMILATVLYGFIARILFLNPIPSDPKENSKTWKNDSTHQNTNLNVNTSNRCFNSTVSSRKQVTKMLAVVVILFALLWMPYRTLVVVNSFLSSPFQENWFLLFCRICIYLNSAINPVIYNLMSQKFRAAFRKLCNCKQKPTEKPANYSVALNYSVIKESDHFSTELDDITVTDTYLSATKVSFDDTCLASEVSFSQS
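TRHR-expressing cells loaded with fluo-8 calcium dye were read kinetically (ex 480/em 530) during compound addition, then stimulated with an EC20 of TRH (10 nM final). Enhancement of the Gq-mediated intracellular calcium response was scored.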
D1 ag: agonists of human D1 dopamine receptor. 360,000 compounds, 1% hits. activation, % at 2 µM. AID 504660. P21728. HEK293 T-REx D1 cells, calcium flux, agonist mode; in the data active = activation above about 30%; also: 0% is about no effect
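Tetracycline-induced HEK293 TREx D1 cells, force-coupled to calcium signalling, were dye-loaded with a no-wash calcium kit. Compound was pin-added after a 10 s baseline. Fluorescence was read kinetically at 1 cycle/s for 180 s, with calcium rises flagged as agonism.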
D2 agonist: activates the human D2 dopamine receptor; 340,000 compounds, 0.53% hits; HEK293 T-REx D2 cells, calcium flux agonist mode; activation, % at 2 µM; P14416;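 active = activation over 3 SD above normal in the single-dose calcium agonist read, cut at about 30% in these data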; also: 0% is about no effect
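Agonism is scored from calcium flux in a force-coupled, inducible HEK293 cell line expressing D2, read kinetically for 180 s after compound addition against dopamine controls.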
D2 PAM: positively modulates the human D2 dopamine receptor allosterically; P14416; HEK293 T-REx D2, calcium flux, EC20 dopamine potentiation; potentiation, % at 10 µM; 340,000 compounds, 0.34% hits; AID 485347;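 active = potentiation over 3 SD above the plate norm, cut at about 30% in these data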; also: 0% is about no effect
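Potentiation of an EC20 dopamine calcium response is measured in a force-coupled, tetracycline-inducible Hek293 Trex D2 line. Compound-only kinetic reads over 180 s flag agonists before dopamine addition.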
An asterisk follows results filed as active; . = not tested or not shown. A portion of the library. The share of hits here may be higher or lower than overall.

Results follow in this order: RXFP1 antagonist | D2 antagonist | RXFP1 agonist | D1 PAM | D1 antagonist | TRHR enhancer | D1 ag | D2 agonist | D2 PAM
[1] CCOc1ccc(Nc2c(S(=O)(=O)c3ccccc3)cnc3ccc(F)cc23)cc1
    -11 | . | 0.0% | -2 | 17 | 2 | 2 | -0.7 | 7
[2] COc1cc(OC)cc(C(=O)NC2CCCCCCC2)c1
    -6 | . | -0.6% | -1 | -3 | -1 | 0 | . | -1
[3] O=C(Cn1ncn2nc(-c3ccccc3)cc2c1=O)NCc1ccccn1
    3 | 0 | 3.8% | -2 | 3 | 3 | 5 | 1.1 | 5
[4] Cc1ccc(C(=O)Nc2cccc(N3C(=O)C4CCC(C)CC4C3=O)c2)cc1 (configuration not stated)
    -16 | -4 | -1.9% | -1 | -29 | 33* | 2 | -0.9 | -5
[5] O=C(O)c1cc(S(=O)(=O)N(Cc2ccccc2)c2ccc(Cl)cc2)ccc1Cl
    -6 | -11 | -3.2% | -1 | -6 | 18 | 15 | -1.6 | -2
[6] CC(C(=O)NN=C(c1ccccc1)c1ccccc1)N1CCCC1 (configuration not stated)
    1 | -6 | 0.0% | 2 | 1 | -1 | 0 | -0.7 | -7
[7] O=C(CSc1nnc(-c2ccncc2)o1)Nc1nncs1
    -12 | 7 | 9.5% | -6 | -8 | 7 | 0 | 0.2 | -1
[8] COc1ccccc1NCC(=O)N1CCN(S(=O)(=O)c2ccccc2)CC1
    -5 | 6 | 1.7% | -4 | -4 | 5 | 3 | -1.2 | -5
[9] COC(=O)CCC(=O)NN1C(=O)c2ccccc2C1=O
    2 | -36 | -1.3% | 1 | 7 | 7 | 2 | -1.2 | -20
[10] O=C(CCNS(=O)(=O)c1ccc(Br)cc1)NC1CCCCC1
    -5 | -1 | 2.2% | -10 | -21 | -4 | 9 | -0.3 | 0
[11] Cc1c(CC(=O)NCCC(=O)O)c(=O)oc2cc3occ(-c4ccccc4)c3cc12
    -1 | -6 | 4.0% | -1 | 7 | 5 | 2 | -0.9 | -2
[12] Cn1c(SCC(=O)NCc2ccc3c(c2)OCO3)nc2c(c1=O)SCC2
    -5 | -6 | 2.7% | -5 | -24 | -6 | 2 | -0.6 | -2
[13] N#C/C(=C\Nc1ccc(Cl)cn1)S(=O)(=O)c1ccccc1
    10 | -6 | 2.1% | -2 | -3 | -3 | 3 | -0.4 | 4
[14] CCC(=O)c1c(NCCc2ccccc2)cc(C)oc1=O
    0 | -24 | -0.2% | -2 | -24 | -1 | -1 | -4.2 | 9
[15] Cc1nn(C(C)(C)C)c(OC(=O)C2CCCC2)c1S(=O)(=O)c1ccccc1
    -16 | 3 | -0.5% | -2 | 9 | -5 | 2 | 0.6 | 10
[16] O=c1cnn([C@@H]2O[C@H](CO)[C@@H](O)[C@H]2O)c(=O)[nH]1
    . | -44 | 1.7% | -5 | 5 | 7 | 0 | 2.1 | 12
[17] O=C(c1ccco1)N1CCN(c2ccc(N3CCCCC3)nn2)CC1
    0 | -17 | 0.2% | -6 | 15 | 11 | 2 | 0.0 | 11
[18] CCC(C)N(C(=O)CSc1nnc2ccccn12)C1CCS(=O)(=O)C1 (configuration not stated)
    4 | 11 | 0.8% | -2 | 18 | 3 | 2 | 0.5 | 3
[19] COc1ccc(S(=O)(=O)N2CCCCCC2)cc1NC(=O)CN(C)Cc1ccc2c(c1)OCO2
    12 | -9 | 0.1% | -6 | -9 | 0 | 4 | -0.1 | 0
[20] O=C(CSc1ccccc1F)NCC1(N2CCCCC2)CCCCC1
    -1 | 4 | -1.0% | -3 | -5 | -4 | 0 | -0.3 | -5
[21] N#CCc1ccc(NC(=O)Cn2c(=O)oc3ccccc32)cc1
    -6 | 4 | 1.2% | 2 | 0 | 1 | 2 | 0.7 | 9
[22] COc1ccc(NC(=O)CCc2nnc3n(Cc4ccc(C)cc4)c(=O)c4ccccc4n23)cc1
    2 | . | 0.7% | -3 | 10 | 2 | -1 | -0.1 | -6
[23] CCc1cccc(OCC2Cn3c(nc4c3c(=O)n(C)c(=O)n4C)O2)c1 (configuration not stated)
    1 | 0 | 1.9% | 4 | -11 | -3 | 9 | 1.0 | 12
[24] CCn1c(CCn2c3ccccc3c3ccccc32)n[nH]c1=S
    . | 11 | -0.2% | -4 | 4 | 0 | 2 | -0.2 | -9
[25] COCCN(Cc1cc2cc(C)ccc2n2nnnc12)C(=S)Nc1cccc(C)c1
    5 | -10 | -0.1% | -1 | -12 | -2 | 0 | 0.8 | -2
[26] O=C(Nc1ccccc1C(=O)Nc1ccc(Cl)cc1)c1cccnc1
    6 | 8 | 3.2% | -8 | 2 | -6 | 4 | 0.3 | -13
[27] CCCNC(=O)COC(=O)c1ccccc1OCc1ccc(Cl)cc1
    2 | -15 | -0.7% | 8 | 15 | -6 | 5 | -0.2 | -20
[28] O=C(Cc1ccccc1)O/N=C1\CCCc2ccccc21
    3 | 19 | 0.0% | -4 | -3 | 5 | 5 | 1.9 | 0
[29] O=C(Nc1ccc(N2CCN(C(=O)c3ccccc3)CC2)c(Cl)c1)c1ccco1
    -3 | -7 | -0.5% | -5 | -33* | -6 | 4 | -0.3 | 5
[30] CCc1ccccc1N1C(=O)N(C)c2ccccc2S1(=O)=O
    . | . | 0.2% | 1 | -8 | -3 | -1 | . | -13
[31] CC(NC(=S)NC1CCCCC1)c1ccc(C(C)(C)C)cc1 (configuration not stated)
    -21 | 3 | -4.2% | 3 | 11 | -9 | 25 | 0.8 | 7
[32] O=C(CNC(=O)c1ccco1)NCC(=O)OCc1ccc(Cl)cc1Cl
    6 | -7 | 0.6% | 0 | 8 | 6 | 0 | -1.2 | 1
[33] CCOC(=O)CCC(NC(=O)c1ccccc1C(=O)NC(CCC(=O)OCC)C(=O)OCC)C(=O)OCC (configuration not stated)
    4 | 13 | 0.2% | -3 | -6 | 4 | 0 | -0.1 | -2
[34] CS(=O)(=O)Nc1ccc(-c2ccc(/C=C3\SC(N)=NC3=O)o2)cc1
    . | -13 | -3.3% | -9 | 2 | 16 | 4 | 0.8 | 7
[35] O=C(NCC(c1ccco1)N1CCN(c2ccc(F)cc2)CC1)C(=O)NC1CCCCC1 (configuration not stated)
    -5 | -11 | -0.1% | 3 | -8 | 0 | 1 | 0.1 | 5
[36] C=CCNC(=S)N/N=C/c1cn(C)c2ccccc12
    3 | -2 | -2.4% | 3 | -13 | 3 | 0 | -0.5 | 23
[37] O=C(Nc1ccc(N2CCN(C(=O)c3ccco3)CC2)cc1)c1ccco1
    -20 | 7 | 0.1% | -1 | -2 | -3 | 2 | -0.1 | 7
[38] O=C(CC1N=C2c3ccccc3N=C(SCc3ccccc3Cl)N2C1=O)NCc1ccco1 (configuration not stated)
    1 | -7 | -1.3% | 5 | -2 | 0 | 1 | -0.3 | 4
[39] O=C(NCCCO)c1cc2c([nH]c3ccccc32)c(-c2ccccc2)n1
    -5 | -21 | 1.2% | -9 | -2 | 8 | 1 | 0.2 | -8
[40] O=[N+]([O-])c1ccccc1S(=O)(=O)Nc1ccc(S(=O)(=O)N2CCOCC2)cc1
    -2 | 2 | 2.5% | -3 | -1 | 15 | 3 | -0.2 | 5
[41] CO/N=C/CC(=O)c1cnc(-c2ccccc2)s1
    -10 | 11 | 8.0% | 0 | -14 | -1 | 7 | -0.1 | 5
[42] CN(C)c1cc(-c2ccc(C#N)cc2)oc(=O)c1Cl
    1 | . | 7.7% | 1 | 8 | -3 | 1 | . | -5
[43] COc1cccc(OCc2nc3ccccc3n2CCOc2cccc(C)c2)c1
    -19 | . | -1.2% | 2 | -10 | -1 | 21 | 1.0 | 6
[44] Cc1cccc(NC(=O)COc2ccc3c(c2)CCC3)n1
    -14 | -1 | 0.7% | -12 | -6 | -5 | 3 | -0.1 | -7
[45] O=C(O)CCC(=O)N1N=C(c2ccco2)CC1c1ccco1 (configuration not stated)
    -3 | -7 | -0.5% | 1 | 4 | 2 | 2 | 1.0 | 1
[46] O=C(Cc1nc(-c2cnccn2)no1)NNC(=O)Nc1ccccc1
    -2 | 1 | 12% | 1 | 1 | -4 | 6 | -0.7 | 0
[47] Cc1ccc(CSCC(=O)N(C)CC(=O)Nc2ccc(Cl)c(Cl)c2)cc1
    -31 | -15 | 0.3% | -4 | -9 | 2 | 3 | 0.2 | -7
[48] COc1ccc(/C=N/NC(=O)c2ccccc2)cc1OS(=O)(=O)c1ccccc1
    -10 | 3 | 0.0% | -8 | -9 | 3 | 2 | -1.9 | -1
[49] CCCCN(CC)Cc1ccc(CNC(=O)Nc2ccc(Cl)cc2)o1
    -7 | 19 | 4.3% | -13 | 8 | -7 | 3 | 0.3 | -27
[50] Cc1c(Cl)cccc1NC(=O)CSc1nc(=O)n(Cc2ccncc2)c2c1CCC2
    . | . | 4.4% | 3 | . | 3 | 3 | 0.9 | -6
[51] CC(CNC(=O)c1ccc(Cn2c(SCc3ccccc3)nc3cccnc32)cc1)c1ccccc1 (configuration not stated)
    -17 | . | 1.5% | -2 | -1 | 11 | 14 | -0.5 | 5
[52] Cc1cccc2nc(CSc3ncccc3C(=O)O)cn12
    1 | . | 6.2% | -2 | -13 | -4 | 3 | . | .
[53] CSC(=NC#N)N1CCN(C(=NC#N)SC)CC1
    15 | -2 | -4.8% | 0 | -2 | -4 | 3 | 0.5 | -3
[54] O=C(NCCCCc1ccccc1)c1ccccc1Cl
    -10 | 6 | 0.2% | 0 | -12 | -5 | 0 | -0.2 | .
[55] O=C(Cc1cccs1)N/N=C/C=C/c1ccccc1[N+](=O)[O-]
    -9 | -1 | 4.6% | -3 | 1 | -10 | 0 | -0.5 | -14
[56] CCCC(O)(CCN(C)C)c1ccc(OC)cc1 (configuration not stated)
    4 | 6 | 0.2% | -3 | 1 | -5 | 1 | 0.6 | -7
[57] Cc1ccc(C(=O)OCC(=O)Nc2ccccc2C(F)(F)F)cc1S(=O)(=O)N1CCOCC1
    3 | . | 2.5% | -2 | 18 | -7 | -1 | . | -6
[58] O=C(Nc1ccccc1C(=O)O)c1cc(S(=O)(=O)N2CCOCC2)cs1
    -4 | 0 | 3.9% | -2 | -1 | 1 | 1 | -0.3 | 18
[59] COc1ccc(S(=O)(=O)N2CCC(c3nnnn3-c3ccccc3)CC2)cc1OC
    -2 | . | -3.0% | 3 | -5 | 0 | 9 | 0.9 | 1
[60] CC(C(=O)N1CCc2ccccc21)N1CCN(S(=O)(=O)c2ccc(C(F)(F)F)cc2)CC1 (configuration not stated)
    3 | -28 | -1.6% | -2 | -20 | -19 | 2 | -2.0 | 6

Entries above marked active in D1 antagonist.
no. | structure | RXFP1 antagonist | D2 antagonist | RXFP1 agonist | D1 PAM | D1 antagonist | TRHR enhancer | D1 ag | D2 PAM
29 | O=C(Nc1ccc(N2CCN(C(=O)c3ccccc3)CC2)c(Cl)c1)c1ccco1 | -3 | -7 | -0.5% | -5 | -33* | -6 | 4 | 5
